# APEX1 inh: inhibitors of human APE1 endonuclease | 350,000 compounds, 0.35% hits | recombinant APE1, TAMRA/BHQ-2 abasic DNA cleavage fluorescence | Potency, µM (highest dose often 65.8 µM), for the others: at the highest dose activity change, negative = inhibition, actives largely listed as inhibitors | AID 2517 | P27695;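 further: plate controls were vehicle for no effect and reference inhibitor for full effect; nearly all actives have a fitted effect of over 55% in size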
#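 Activity was derived from the fluorescence gain between first and third kinetic reads (60 s intervals, ex 525/em 598 nm) after 50 nM THF-abasic TAMRA/BHQ-2 duplex was added to 0.75 nM APE1 preincubated 15 min with compound.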
# POLI inh: DNA polymerase iota (human) inhibition; Pol iota fluorescent replication assay, 10 min; 390,000 compounds, 1% hits; AID 588590; Potency, µM (doses to about 115 µM), without a hit: at the top dose activity, negative = inhibition, hits mostly inhibitors
# Target sequence (Q9UNA4 whole entry, looked up): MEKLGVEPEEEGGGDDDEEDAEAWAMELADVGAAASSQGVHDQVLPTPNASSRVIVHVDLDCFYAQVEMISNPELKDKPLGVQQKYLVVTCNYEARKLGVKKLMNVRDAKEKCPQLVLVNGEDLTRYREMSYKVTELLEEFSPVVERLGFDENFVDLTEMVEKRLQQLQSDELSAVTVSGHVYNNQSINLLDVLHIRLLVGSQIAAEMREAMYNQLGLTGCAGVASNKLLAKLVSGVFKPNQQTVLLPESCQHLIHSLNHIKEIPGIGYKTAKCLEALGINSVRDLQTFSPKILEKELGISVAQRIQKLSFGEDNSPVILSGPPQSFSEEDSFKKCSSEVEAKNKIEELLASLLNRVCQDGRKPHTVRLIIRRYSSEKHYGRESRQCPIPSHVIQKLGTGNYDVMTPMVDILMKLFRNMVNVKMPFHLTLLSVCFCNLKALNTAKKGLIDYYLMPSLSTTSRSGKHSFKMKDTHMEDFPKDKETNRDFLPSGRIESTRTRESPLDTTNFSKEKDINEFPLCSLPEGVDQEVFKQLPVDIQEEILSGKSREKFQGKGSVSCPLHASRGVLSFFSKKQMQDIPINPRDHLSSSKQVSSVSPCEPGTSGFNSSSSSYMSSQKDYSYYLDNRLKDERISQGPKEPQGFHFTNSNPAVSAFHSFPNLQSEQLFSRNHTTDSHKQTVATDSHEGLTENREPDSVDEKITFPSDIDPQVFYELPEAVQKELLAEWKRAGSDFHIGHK
#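 Pol iota at 10 nM preincubated 15 min with compounds at room temperature; reaction started with fluorescent substrate, 50 nM final. Fluorescence read kinetically at 0 and 10 min; buffer-only wells as negative control.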
# POLB inh: blocks human DNA polymerase beta activity; P06746; Pol beta primer extension/strand displacement, fluorescence kinetic; Potency, µM (titrated, usually from 114 µM), for inactives: at the highest dose activity change, negative = inhibition, actives largely listed as inhibitors; 340,000 compounds, 1.3% hits; AID 485314; further: on the % scale 0 is the no-effect control and ±100 the full control effect
#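 Reaction started by 50 nM substrate onto compound-treated Pol beta (10 nM, 15 min preincubation, room temperature); plates read at 0 min and 10 min. Normalized concentration-effect data fitted by four-parameter Hill equation.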
# Pol eta inh: DNA polymerase eta (human) inhibition | Q9Y253 | recombinant Pol eta, fluorescent DNA replication assay | Potency, µM (titrated, usually from 114 µM), for inactives: at the highest dose activity change, negative = inhibition, usual class: inhibitors | 390,000 compounds, 1.2% hits | AID 588591; further: on the % scale 0 is the no-effect control and ±100 the full control effect
#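 Pol eta at 10 nM preincubated with compounds 15 min at room temperature; reaction started with fluorescent substrate (50 nM final) and read kinetically at 0 and 10 min.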
# G9a inh: blocks human histone lysine methyltransferase G9a; Q96KQ7; G9a H3K9 monomethylation, AlphaScreen, 2 h; Potency, µM (doses to about 102 µM), for the others: top-dose activity, negative = inhibition, usual class: inhibitors; 350,000 compounds, 8.8% hits; further: on the % scale 0 is the no-effect control and ±100 the full control effect; nearly all actives have a fitted effect of over 75% in size
# Target sequence (Q96KQ7 913-1193 limits assumed): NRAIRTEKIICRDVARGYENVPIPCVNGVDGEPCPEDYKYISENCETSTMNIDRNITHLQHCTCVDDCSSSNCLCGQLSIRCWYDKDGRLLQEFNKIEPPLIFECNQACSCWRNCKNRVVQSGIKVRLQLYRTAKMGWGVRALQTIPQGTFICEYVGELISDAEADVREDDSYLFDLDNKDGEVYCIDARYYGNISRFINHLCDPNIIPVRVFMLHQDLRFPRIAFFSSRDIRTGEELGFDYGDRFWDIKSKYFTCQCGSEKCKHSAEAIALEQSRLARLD
#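 G9a (20 nM) preincubated 15 min RT with compounds, then 500 nM biotinylated H3K9 peptide and 20 uM SAM added; 2 h RT reaction. Monomethyl-H3K9 product detected by AlphaScreen with anti-H3K9me1 antibody, streptavidin donor and anti-rabbit IgG acceptor beads.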
# BAZ2B inh: blocks human BAZ2B. 360,000 compounds, 4.4% hits. AID 504333. AlphaScreen BAZ2B-H3K14Ac peptide displacement. Q9UIF8. Potency, µM (titrated, usually from 114 µM), for inactives: at the top dose activity change, negative = inhibition, most hits filed as inhibitors; further: on the % scale 0 is the no-effect control and ±100 the full control effect; nearly all actives have a fitted effect of over 60% in size
#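 AlphaScreen displacement of biotin-H3(5-23)K14Ac peptide (50 nM final) from BAZ2B (50 nM final) in PBS pH 7.4, 0.01% Tween-20; complex preformed 30 min RT, then compounds (top 110 uM) 30 min RT, beads 20 min dark.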
# Pol kappa inh: inhibitors of human DNA polymerase kappa; Q9UBT6; purified Pol kappa, fluorescent DNA synthesis assay, 10 min; Potency, µM (highest dose often 107 µM), without a hit: at the top dose activity, negative = inhibition, most hits filed as inhibitors; 400,000 compounds, 0.53% hits; AID 588579; further: on the % scale 0 is the no-effect control and ±100 the full control effect
#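 Kinetic fluorescence screen: compound preincubated 15 min RT with 10 nM enzyme; 50 nM substrate (final) initiates; reads at 0/10 min.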
# BLM inh: blocks DNA unwinding by human BLM helicase. recombinant BLM DNA unwinding, fluorescence dequenching. Potency, µM (titrated, usually from 56.1 µM), inactives show top-dose activity change, negative = inhibition, usual class: inhibitors. 350,000 compounds, 0.2% hits;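 further: plate controls were vehicle for no effect and no enzyme for full effect; nearly all actives have a fitted effect of over 35% in size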
# JMJD2A Tudor: blocks the human JMJD2A Tudor domain; 390,000 compounds, 4.4% hits; Potency, µM (doses to about 114 µM), for inactives: at the highest dose activity change, negative = inhibition, actives largely listed as inhibitors; AlphaScreen JMJD2A-Tudor / H3K4me3 peptide binding; AID 504339; further: on the % scale 0 is the no-effect control and ±100 the full control effect; nearly all actives have a fitted effect of over 50% in size
# * = called active by the depositor; ? = inconclusive; / = not tested or not shown; & = joins results of further samples; [ ] = dose if it differs, or a comment. The call rests on the fitted dose curve; in most records, active means well fitted curve in the direction sought with a large enough effect; inconclusive means small, poorly fitted or top-dose-only effect, or another doubt; inactive means no such curve, though single readings can be large; an effect the other way counts as inactive or inconclusive. Potency means the concentration at half of the fitted maximal effect. The list is partial; count on the stated rates, not on these rows.
SMILES,APEX1 inh,POLI inh,POLB inh,Pol eta inh,G9a inh,BAZ2B inh,Pol kappa inh,BLM inh,JMJD2A Tudor
O=C(Nc1ccc2c(c1)Cc1ccccc1-2)c1cc2ccccc2o1,/,-4%,/,-11%,/,/,3%,/,7%
O=C(Nc1nnc(-c2ccc(F)cc2)s1)c1c(F)cccc1Cl,15%,-12%,0%,1%,-4%,0%,-6%,-1%,-7%
COc1ccc(C2=NCCn3nc4cc(C(F)(F)F)ccc4c32)cc1,-20%,?,/,-19%,2%[2.33 µM],-4%,7%,/,-9%
C=CC[C@H](CC(=O)NCCO)C(=O)NCCOC(=O)[C@@H](CC=C)Cc1ccc(F)cc1,20%,-5%,/,-7%,/,/,3%,/,0%
O=S(=O)(c1cccc(-c2nnc(SCc3nc4ccccc4s3)o2)c1)N1CCOCC1,-8%,38%[activator],-10%,-4%,5%[2.33 µM],8%,-7%,-3%,-21%
O=C(CN(CC1CCCO1)C(=O)CNS(=O)(=O)c1ccccc1)NCc1ccccc1 (configuration not stated),3%,10%,-10%,-18%,-1%[12.7 µM],2%,0%,1%,1%
O=C(CC(CC(=O)c1ccc(Br)cc1)c1cccnc1)c1ccc(Br)cc1,-2%,36%[activator],-1%,-7%,3%[12.7 µM],-13%,-22%,-5%,-8%
COc1ccc(C)cc1S(=O)(=O)Nc1ccc(F)c(Cl)c1,-2%,2%,-2%,-10%,?,44%[activator],-3%,-15%,13%
Cn1c(=O)[nH]c(=O)c2c1nc(N1CCN(Cc3ccccc3)CC1)n2CCCc1ccccc1,-1%,?,4%,-4%,-41%,3%,-7%,-8%,-10%
COc1cccc(-n2c(COc3ccc(C)cc3)nnc2SCC(=O)O)c1,?,14%,4%,-10%,?,?,-10%,-1%,-5%
Cc1ccc(S(=O)(=O)N2CCN(C(=O)COC(=O)COc3ccc(Br)cc3)CC2)c(C)c1,/,?,/,-14%,/,/,-2%,/,3%
COc1ccc(Cl)cc1/C=C(\C#N)C(N)=O,5%,-6%,7%,-9%,-12%,?,-15%,-10%,-11%
O=C(CNC(=O)[C@@H]1Cc2ccccc2CN1)NCc1ccco1,20%,-7%,-23%,?,71µM*,-12%[57.1 µM],7%,-6%,-17%
Cc1cccc(NC(=O)CNC(=O)COC(=O)c2ccco2)c1C,40%,33%,/,-23%,14%[2.33 µM],3%,1%,/,-6%
Cc1cc(C)nc(NS(=O)(=O)c2ccc(N3C(=O)C4CCCCC4C3=O)cc2)n1 (configuration not stated),-3%,8%,22%,9%,16%,1%,-1%,-7%,-11%
COc1ccccc1CNC(=O)Cn1cccc1C(=O)c1ccccc1,-12%,-3%,2%,-6%,10%,-3%,-8%,1%,-21%
CCOc1ccc(S(=O)(=O)NC(C)(C)C)cc1-c1nc2c(C(C)(C)C)nn(C)c2c(=O)[nH]1,8%,-15%,3%,-5%,8%,2%,-16%,-16%,-32%
Cc1ccc2nc(N(CCN(C)C)C(=O)C3=COCCO3)sc2c1,-1%,67%[activator],32%,-18%,79µM*,-2%,1%,10%,-15%
CSc1nc(O)c(C(c2cccc([N+](=O)[O-])c2)c2c(O)nc(SC)[nH]c2=O)c(=O)[nH]1,-2%,?,-26%,-7%,28µM*,?,-19%,-7%,-14%
CC12C=CC3(O1)C(C(=O)N(c1cccnc1)C3C(=O)NC1CCCCC1)C2C(=O)Nc1ccccc1 (configuration not stated),1%,10%,0%,7%,?,-5%,-13%,-1%,-3%
COc1ccccc1-c1cc(-c2ccc(O)cc2)nc(N)c1C#N,27µM*,11%,18%,-19%,104%[activator],16%,4%,32µM*,24%
COc1ccc(-c2nc3cnc(Nc4cccc(OC)c4)nc3n(Cc3cccs3)c2=O)cc1,-2%,/,/,/,-4%[0.501 µM],/,1%[60.1 µM],-4%,/
O=C(COc1ccc(Br)cc1)NCCCn1ccnc1,-14%,-21%,1%,-16%,13%,56µM*,1%,-1%,2%
O=C(C[C@@H]1C/C=C\C[C@@H](NC(=O)OCC2c3ccccc3-c3ccccc32)C(=O)OCCNC1=O)N[C@@H](CO)Cc1ccccc1,20%,7%,/,-19%,/,/,-6%,/,-27%
Cc1ccc(NC2CCCN(C(=O)CCc3cn[nH]c3)C2)cc1C (configuration not stated),-3%,-11%,6%,5%,/,-10%,-3%,-2%,-15%
CC(C)(C)NC(=O)C(=O)NNC(=O)c1cccc(Br)c1,-1%,103%[activator],-4%,-22%,26%,?,-7%,2%,-12%[57.1 µM]
Cc1cc(C)c(NC(=O)c2sc3nc(C)[nH]c(=O)c3c2C)c(C)c1,0%,/,0%,/,1%,0%,/,2%,/
O=C(CC1(O)C(=O)Nc2cc(Cl)cc(Cl)c21)c1ccncc1 (configuration not stated),-7%,18%,12%,-10%,-3%[59 µM],3%,-6%,-1%,-12%
CCOc1ccc(-c2cn3ccccc3n2)cc1,3%,-30%,-14%,-5%,-3%,-34%,-14%,-1%,-14%
COc1ccc(C(=O)CSc2[nH]c(=O)cc(C(F)(F)F)c2C#N)cc1,4%,-7%,8%,-11%,-3%,-7%,-19%,-3%,-6%
CCOc1ccccc1N=c1oc2cc(O)ccc2cc1C(=O)NCC1CCCO1 (configuration not stated),8%,-13%,-27%,-13%,?,-32%,-8%,-16%,-30%
CCOc1ccc(N(C(C)C(=O)Nc2cc(Cl)ccc2OC)S(C)(=O)=O)cc1 (configuration not stated),/,-9%,-13%,-16%,-40%[59 µM],-3%,-8%,-10%,-9%
CCc1ncc(C(=O)c2ccc(OC)cc2)n1C,3%,-15%,-1%,-7%,4%[59 µM],-18%,0%,-1%,-6%
CC(=O)c1ccc(N2CCN(CC(=O)NC(=O)NCc3ccccc3)CC2)cc1,3%,-3%,/,-7%,-41%[2.33 µM],7%,4%,/,9%
CN(Cc1ccccc1)C(=O)Nc1ccc2c(c1)N(C)C(=O)c1ccccc1S2,/,-1%,-14%,-16%,?,-26%,4%,-7%,-27%
CC(/C=C/c1ccccc1)=N/NC(=O)C(O)c1ccccc1 (configuration not stated),-4%,11%,7%,-4%,3%[59 µM],-31%,-13%,1%,-5%
CCN(C(=O)Cn1cc(C(=O)C(=O)N2CCOCC2)c2ccccc21)c1ccccc1,25%,-3%,?,-2%,40%,-2%,2%,-2%,-16%
CN(C(=O)c1cccc(NC(=O)Cc2cccc(NC(=O)C3CCCN(C(=O)c4ccccc4)C3)c2)c1)C1CC1 (configuration not stated),/,21%,/,-18%,/,/,1%,/,-9%
O=C(NCC(=O)N1CCN(c2ccccc2F)CC1)c1cccs1,13%,10%,10%,-13%,?,0%,-1%,5%,-10%
CC(C)(Cc1nc2ccccc2[nH]1)C(=O)O,1%,4%,0%,-9%,-33%,6%,-12%,1%,-8%
O=C(Nc1ccccc1C(=O)N1CCCCC1)c1ccccc1C(F)(F)F,-7%,25%,36%,-26%,4%[12.7 µM],-2%,-12%,-3%,-1%
CC(Cc1cccs1)NC(=O)NC1CCCCC1 (configuration not stated),-4%,5%,3%,-3%,14%,9%,-3%,0%,-6%
CCN(C(=O)COc1ncnc2scc(-c3ccc(F)cc3)c12)C1CCS(=O)(=O)C1 (configuration not stated),-1%,7%,-22%,-11%,-4%[12.7 µM],-5%,-2%,-3%,-3%[11.4 µM]
O=C(c1ccco1)N1CCN(c2ncnc3c2cnn3-c2ccccc2)CC1,-5%,9%,-9%,0%,4%[2.33 µM],-8%,-2%,-1%,-27%
NC(=O)/C(=N\O)c1ccccc1,2%,3%,24%,-7%,-12%,7%,2%,-1%,-15%
O=C(CNc1ccc2ccccc2c1)N/N=C/c1ccc(OC(=O)/C=C/c2ccco2)cc1,-3%,35%[activator],10%,-1%,?,-11%,-23%,-4%,-19%
Cc1onc(-c2ccccc2Cl)c1C(=O)N1C=CC(C(F)(F)F)=NCC1,-4%,12%,-26%,-19%,5%[12.7 µM],-3%,-10%,-1%,-6%
Cc1nc2ccc(S(=O)(=O)NCC(=O)NCc3ccc(Cl)cc3)cc2s1,1%,-2%&10%,28%&0%,1%,-1%[59 µM],-7%&-20%,-6%&-4%,0%&1%,-11%&-6%
Cc1ccccc1OCC(=O)NCCNC(=O)c1ccccn1,55%[activator],-13%,17%,-11%,4%,2%,-13%,-4%,8%
O=C1OCC/C1=C\OCCCO/C=C1\CCOC1=O,2%,11%,-14%,-7%,16%,-1%,3%,-4%,-2%
# More results
SMILES,APEX1 inh,POLI inh,POLB inh,Pol eta inh,G9a inh,BAZ2B inh,Pol kappa inh,BLM inh,JMJD2A Tudor
Cc1cc(C)n(-c2ncccc2[N+](=O)[O-])n1,12%,-4%[58.9 µM],44%,-13%,/,0%,-3%,-2%,-5%
COC(=O)c1cc(Br)ccc1N(Cc1cc(OC)cc(OC)c1)S(C)(=O)=O,43%,14%&6%,/,-11%,-6%[0.501 µM],6%,7%&10%,/,-3%
COc1ccc(NC(=S)Nc2ccccn2)cc1,5%,16%,-8%,-3%,40µM*,-33%,-4%,-1%,-8%
COC(=O)CN(c1ccccc1)S(=O)(=O)c1ccccc1,-2%,27%,20%,-9%,-2%,-3%,-6%,-1%,-9%
CCN1C(=NCCc2ccc([N+](=O)[O-])cc2)N[C@@H](c2ccccc2)[C@H](C(=O)OC)[C@H]1C,-1%&14%,5%,-18%,-8%,-3%[12.7 µM],-3%,-11%,-4%,-34%
COCCNCCOc1ccccc1-c1ccccc1,-3%,75%,3%,-8%,10µM*,?,-12%,-6%,14µM*
CCOC(=O)c1c(NC(C)=O)c2c3c(sc2n1Cc1nc(-c2ccccc2Cl)oc1C)CCCC3,/,59%[activator],-5%,/,-30%[59 µM],-16%,-20%,-8%,-15%

# Sorted by value in APEX1 inh (descending): three from the list above.
molecule | APEX1 inh
CCOc1ccc(-c2cn3ccccc3n2)cc1 | 3%
CC(C)(Cc1nc2ccccc2[nH]1)C(=O)O | 1%
Cc1onc(-c2ccccc2Cl)c1C(=O)N1C=CC(C(F)(F)F)=NCC1 | -4%

# Screens from PubChem.
